Screens as filed in PubChem BioAssay.
KCNK9 inh = human KCNK9 channel inhibition. Q9NPC2. actives 1.2% (n = 310,000). B-score at 10 µM. HEK293 KCNK9, FluxOR thallium flux fluorescence; active compounds read low. AID 488922;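 active means ratio B-score over 3 SD below the library mean, with starting fluorescence within 5 SD of its mean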;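 further: negative B-score means less thallium flux so channel inhibition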
DYRK1A inh = blocks rat Dyrk1A kinase activity; inhibition, % at 12.5 µM; ADP-Glo luminescence, NFATc1 peptide; actives 0.43% (n = 310,000); Q63470; in the data active means inhibition above about 50%;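 further: plate controls were vehicle with enzyme for no effect and no enzyme for full effect; many of its hits are not listed in these tables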
TRPC4 act = activators of mouse TRPC4 channel | Q9QUQ5 | HEK293 TRPC4beta/mu-opioid, Fluo4 calcium fluorescence; active compounds read high | B-score at 10 µM | actives 0.49% (n = 310,000);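 active means B-score above 5 SD of library B-scores, and initial fluorescence ratio not above library mean plus 5 SD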;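 further: positive B-score marks a calcium rise read as TRPC4 activation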
Target sequence (Q9QUQ5 whole entry, looked up): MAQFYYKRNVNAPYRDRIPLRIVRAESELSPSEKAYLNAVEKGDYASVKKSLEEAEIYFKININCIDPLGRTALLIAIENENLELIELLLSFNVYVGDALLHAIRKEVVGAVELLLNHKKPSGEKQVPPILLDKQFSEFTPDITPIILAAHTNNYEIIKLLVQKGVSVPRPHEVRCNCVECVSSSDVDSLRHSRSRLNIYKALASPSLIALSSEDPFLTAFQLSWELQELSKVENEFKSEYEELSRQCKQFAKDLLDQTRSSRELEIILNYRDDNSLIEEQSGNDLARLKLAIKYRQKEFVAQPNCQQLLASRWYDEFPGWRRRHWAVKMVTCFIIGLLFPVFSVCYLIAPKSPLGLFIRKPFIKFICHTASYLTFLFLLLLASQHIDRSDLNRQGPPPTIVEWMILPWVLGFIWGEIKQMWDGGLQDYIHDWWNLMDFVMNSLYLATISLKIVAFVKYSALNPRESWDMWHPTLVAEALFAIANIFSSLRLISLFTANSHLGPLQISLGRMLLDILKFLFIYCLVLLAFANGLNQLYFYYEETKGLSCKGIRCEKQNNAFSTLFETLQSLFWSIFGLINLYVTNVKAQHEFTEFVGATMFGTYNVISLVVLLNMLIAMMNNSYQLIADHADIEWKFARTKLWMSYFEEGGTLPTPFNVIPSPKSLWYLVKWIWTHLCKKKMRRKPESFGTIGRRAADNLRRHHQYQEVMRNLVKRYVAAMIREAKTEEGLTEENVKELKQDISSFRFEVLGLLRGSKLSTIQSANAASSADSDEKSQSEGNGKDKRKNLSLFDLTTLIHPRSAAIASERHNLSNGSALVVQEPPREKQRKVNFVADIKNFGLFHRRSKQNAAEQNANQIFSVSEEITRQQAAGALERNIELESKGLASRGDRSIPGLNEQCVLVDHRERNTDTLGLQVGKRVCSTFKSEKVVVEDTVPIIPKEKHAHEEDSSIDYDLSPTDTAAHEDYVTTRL
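Assay system: HEK293 cells stably co-expressing mouse TRPC4beta and mu-opioid receptor / Timing: Fluo4 dye loading 45 min at room temperature, 110 s recording / Signal: Fluo4 calcium-sensitive dye fluorescence, kinetic, 1 Hz baseline / Read-out: integrated baseline-normalised fluorescence ratio, converted to per-well B score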
TRPC4 inh = TRPC4 (mouse) channel inhibition; actives 0.39% (n = 300,000); B-score at 10 µM; HEK293 TRPC4beta/mu-opioid, DAMGO-evoked Fluo4 calcium flux; active compounds read low;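 active means B-score over 3 SD under the library average, no early fluorescence shift, positive overall ratio signal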
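Assay system: HEK293 cells with stable TRPC4beta plus mu-opioid receptor expression; Probe or stimulus: DAMGO in two steps, submaximal then maximal; Dosing: single-point compound dosing; Measured by: Fluo4 calcium-dye fluorescence, kinetic read; Read-out basis: B score from integrated Fluo4 fluorescence ratio.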
Platelet DG rel = modulates dense granule release in human platelets. human platelet-rich plasma, SFLLRN dense granule ATP release, luminescence. inhibition, %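 (compounds screened at 7.5 µM in platelet-rich plasma)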. actives 0.22% (n = 300,000);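 active means mean replicate score, as percent of positive control, at or above 50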
KCNQ1 pot = human KCNQ1 channel potentiation or activation; actives 0.35% (n = 310,000); AID 2648; CHO-K1 KCNQ1, thallium flux FluxOR fluorescence; active compounds read high; B-score at 10 µM; P51787;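 active means fluorescence ratio B-score, a plate-corrected score, at least three library SD, with initial intensity B-score within 5 SD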
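Material: CHO-K1 cells stably expressing KCNQ1. Medium: assay buffer for compound exposure, DMSO matched across wells. Reagent: K+/Tl+ depolarizing stimulus. Compound dosing: single-concentration screen. Times: 37 °C overnight plating, 90-min dark dye load, 20-min compound pretreatment. Technique: FluxOR Tl+ flux fluorescence.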
hERG protect = shields human hERG channel from block by proarrhythmic agents. Q12809. actives 0.51% (n = 310,000). activation (rescue from dofetilide block), less the hit threshold, % at 10 µM. CHO-hERG, FluxOR thallium flux, dofetilide IC70 present;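 active means activation above the mean of controls blocked by dofetilide plus 5 SD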;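 further: thallium influx through hERG after potassium depolarization seen as dye fluorescence rise; in these data hits start at about 4.7%; inactives centre near -7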
KCNQ1 block = inhibitors of human KCNQ1 potassium channel. P51787. CHO-K1 KCNQ1, FluxOR thallium flux fluorescence; active compounds read high. B-score at 10 µM. actives 1.3% (n = 310,000). AID 2642;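 active means compounds whose thallium flux B-score, printed positive for inhibition, exceeds three library SD while starting fluorescence stays within three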;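 further: channel opened by potassium depolarization with thallium stimulus after 20 min compound exposure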
TRPC4 PAM = TRPC4 (mouse) allosteric potentiation; AID 2227; actives 0.42% (n = 310,000); Q9QUQ5; B-score at 10 µM; HEK293 TRPC4beta/mu-opioid, DAMGO EC20, Fluo-4 Ca2+ flux; active compounds read high;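 active means B-score of calcium response area above 5 SD of library B-scores, with initial fluorescence ratio within 5 SD of library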;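 further: B-score of integrated fluorescence ratio over time as area under calcium response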
PolyA inhibitor = blocks polyadenylation in yeast reporter cells. S. cerevisiae SKY197-pL101 polyadenylation reporter, beta-gal luminescence; efflux-impaired pdr1/pdr3 knockout yeast; score 100 = 6 SD above DMSO. calls only at 12 µM. actives 0.02% (n = 300,000);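 active means lowest replicate activity score at least 50, where 100 means six control SD above control mean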;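 further: yeast exposed to compound for 9 h at 30 °C; higher score means more reporter readthrough which indicates perturbed polyadenylation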
KCNK3 block = human KCNK3 channel inhibition, primary screen. O14649. CHO-KCNK3 thallium flux, FluxOR fluorescence; active compounds read low. B-score at 10 µM. actives 0.84% (n = 340,000). AID 602410;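 active means B-score under library mean minus 4 SD, starting fluorescence ratio at most library mean plus 5 SD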;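 further: more negative B-score means stronger inhibition of thallium flux through KCNK3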
* hit, by the source's call; i = inactive; . = not tested or not shown. Only part of the results is shown (hit frequency here may not be typical).

SMILES	KCNK9 inh	DYRK1A inh	TRPC4 act	TRPC4 inh	Platelet DG rel	KCNQ1 pot	hERG protect	KCNQ1 block	TRPC4 PAM	PolyA inhibitor	KCNK3 block
O=C(O)c1c(C(=O)N2N=C3/C(=C/c4ccccc4)CCCC3C2c2ccccc2)cccc1[N+](=O)[O-] (configuration not stated)	i	-3.0	i	i	16.4	i	-12.2	i	i	i	i
CC(=O)NC(Cc1ccc(C)cc1)C(=O)NC1CCN(C(=O)c2ccc([N+](=O)[O-])cc2)CC1 (configuration not stated)	i	2.5	i	i	11.6	i	-11.8	i	i	i	i
COC(=O)CSc1nnc2n1C(C)(C)Cc1ccccc1-2	i	0.1	i	i	-3.6	i	-15.2	i	i	i	i
CCC(C)NC(=O)C1CCN(S(=O)(=O)N2CCC3(CC2)OCCO3)CC1 (configuration not stated)	i	-5.7	i	i	0.4	i	-2.2	i	i	i	i
CCCc1ccc2oc(C(=O)N3CCC(N4CCCC(O)C4)CC3)c(C)c2c1 (configuration not stated)	i	-1.0	i	i	-6.4	i	-6.8	i	i	i	i
COc1cc(C(=O)NCc2cn3ccsc3n2)cc(OC)c1OC	i	-113.0	i	i	-5.4	i	-10.2	i	i	i	i
COc1cccc(CN2CCNC(=O)C2CC(=O)NC2Cc3ccccc3C2)c1 (configuration not stated)	i	1.5	i	i	-0.8	i	-4.8	i	i	i	i
COC(=O)c1cccc(NC(=O)CSc2nnc(-c3ccco3)o2)c1	i	2.8	i	i	0.2	i	-0.6	i	i	i	i
FC(F)(F)c1cc(NC2CCCCC2)ccn1	i	3.9	i	i	-10.8	i	-7.2	i	i	i	i
CN(C)c1cc[n+](/C(C(=S)Nc2ccc(SC(F)F)cc2)=C(/[O-])c2ccccc2)cc1	i	14.8	i	i	-14.5	i	-14.4	i	i	i	i
CC(=O)Nc1ccc(S(=O)(=O)Oc2ccc(C=O)cc2)cc1	i	2.1	i	i	4.3	i	-4.8	i	i	i	i
CC1(C)Oc2ccc(C(=O)NN)cc2NC1=O	i	-2.4	i	i	5.0	i	-11.0	i	i	i	i
COc1ccc(NC(=O)c2ccc(-c3ccc(C)c4ccccc34)o2)cc1	i	-1.4	i	i	0.3	i	-7.9	i	i	i	i
CC1CCN(C(=O)CSc2ccc(-c3ccccc3)nn2)CC1	i	.	i	i	-6.2	i	-7.4	i	i	i	i
COC(=O)c1cccc(NC(=O)/C(=C\c2ccccc2)NC(=O)c2ccccc2Cl)c1	i	0.3	i	i	2.9	i	-8.2	i	i	i	i
CC(C)C[C@H](NC(=O)C1CC(=O)N(c2ccc3c(c2)OCCO3)C1)C(=O)N1CCCCC1 (some centres not stated)	i	-4.7	i	i	0.9	i	-10.2	i	i	i	i
CCCCN(C)C(=O)C(Cc1ccccc1)NS(=O)(=O)c1ccc2c(c1)CCC(=O)N2 (configuration not stated)	i	3.6	i	i	-4.5	i	-0.4	i	i	i	i
COc1cccc(C(=O)NC(=S)Nc2ccc(Cl)cc2C(=O)O)c1	i	0.8	i	i	-1.2	i	-5.1	i	i	i	i
CCc1c(O)nc(SCC(=O)Nc2ccccc2OC)n(-c2ccccc2C)c1=O	i	-5.5	i	i	-6.9	i	-9.0	i	i	i	i
O=C(NC1CCCN(C2Cc3ccccc3C2)C1)c1ccc(F)cc1Cl (configuration not stated)	i	1.0	i	i	-2.0	i	-5.8	i	i	i	i
CSCCC(C(=O)N1C[C@]2(C)C[C@H]1CC(C)(C)C2)N1C(=O)c2ccccc2C1=O (some centres not stated)	i	1.7	i	i	-1.2	i	-19.5	i	i	i	i
CCOC(=O)CSc1nnc([C@H](CC(C)C)NC(=O)OC(C)(C)C)o1	i	1.3	i	i	-23.6	i	-3.6	i	i	i	i
Nn1c(SCc2ccccc2)nc2c(cnn2-c2ccccc2)c1=O	i	3.2	i	i	-0.9	i	-6.4	i	i	i	i
O=C(O)c1cnc2[nH]c3ccccc3n2c1=O	i	8.7	i	i	-0.2	i	-10.5	i	i	i	i
CCc1ccccc1NC(=O)CN(C)C(=O)CSc1nnc(Nc2cccc(C)c2)s1	i	-0.2	i	i	0.6	i	-3.7	i	i	i	i
CCCCCC(C(=O)O)C(C)CC(=O)NC1CCCCC1 (configuration not stated)	i	3.5	i	i	-2.7	i	-11.0	i	i	i	i
COc1ccc(-n2nc(C(=O)NCC(=O)N3CCCC3)c3ccccc3c2=O)cc1	i	2.0	i	i	-1.2	i	-4.4	i	i	i	i
CC(=O)c1sc(N/N=C\c2ccc(C)cc2)nc1C	i	-6.5	i	i	0.3	i	1.6	i	i	i	i
CCOC(=O)c1ccccc1NC(=O)CN(c1ccccc1OCC)S(C)(=O)=O	i	-2.9	i	i	-0.7	i	-6.1	i	i	i	i
CCC/C=C1/CCCOC(C(=O)NCCNCCO)(C(F)(F)F)C1 (configuration not stated)	i	-4.7	i	i	-3.4	i	-9.3	i	i	i	i
CCc1ccc(NC(=O)C(NS(=O)(=O)c2ccc3c(c2)CCN3C(C)=O)C(C)C)cc1 (configuration not stated)	i	-0.3	i	i	2.0	i	-3.2	i	i	i	i
COc1cc(C(=O)NNC(=O)C2CC=CCC2C(=O)O)cc(OC)c1OC (configuration not stated)	i	-5.5	i	i	1.4	i	-4.0	i	i	i	i
O=C(NCc1n[nH]c(=S)n1-c1ccc(Br)cc1)c1ccc(S(=O)(=O)N2CCCC2)cc1	i	2.4	i	i	-7.3	i	-12.4	i	i	i	i
Cc1ccc(CN2CCN(Cc3cnn(-c4ccc(Cl)cc4)c3)CC2CCO)o1 (configuration not stated)	i	1.0	i	i	5.6	i	-10.4	i	i	i	i
Cc1nn(C)c(Cl)c1NC(=O)OCc1ccccc1	i	-1.5	i	i	2.6	i	-3.3	i	i	i	i
CC1=C(C(=O)Nc2ccccc2Cl)C(c2ccc(N(C)C)cc2)NC(=O)N1 (configuration not stated)	i	5.7	i	i	-4.3	i	-7.2	i	i	i	i
COc1cccc(COCC(O)CN2CCC(C(N)=O)CC2)c1 (configuration not stated)	i	-5.2	i	i	-0.6	i	-4.7	i	i	i	i
CSc1nnc(-c2ccncc2)n1CCCN1CCCC1=O	i	-1.1	i	i	-2.0	i	-11.0	i	i	i	i
COc1ccc(Cl)cc1C(=O)Nc1cccc(-c2ccc3nncn3n2)c1	i	-2.3	i	i	-1.5	i	-19.0	i	i	i	i
O=C(CC(Sc1ccc(Br)cc1)C(=O)O)c1ccc(F)cc1 (configuration not stated)	i	-4.0	i	i	-5.3	i	-7.8	i	i	i	i
O=C(O)c1ccc(/C=N/n2cc(-c3ccccc3)[nH]c2=S)cc1	i	0.9	i	i	-1.2	i	-9.5	i	i	i	i
Cc1ccc(-c2nnc(SCC(=O)Nc3ccccc3N3CCOCC3)o2)cc1	i	1.7	i	i	4.9	i	-15.5	i	i	i	i
COc1ccc(C2C(C(=O)Nc3cc(OC)c(OC)c(OC)c3)c3ccccc3C(=O)N2C)cc1OC (configuration not stated)	i	10.3	i	i	6.8	i	-17.6	i	i	i	i
Cn1cnnc1SCC(=O)Nc1ccc(OCc2ccccc2)cc1	i	.	i	i	-9.2	i	-0.3	i	i	i	i
COc1cccc(C(=O)N2CCOCC2)c1	i	-3.9	i	i	-0.8	i	-4.8	i	i	i	i
Cc1cccc(C(=O)NC(=S)NNC(=O)c2cccs2)c1	i	-5.7	236*	i	-3.9	8*	-1.9	i	i	i	i
CC(C)CC(=O)Nc1ccc2nn(-c3ccccc3)nc2c1	i	-2.6	i	i	-3.4	i	-3.7	i	i	i	i
Cc1nc2cc(C(F)(F)F)ccc2n1C1CCN(CC(=O)NC(C)(C)C)CC1	i	1.4	i	i	3.4	i	-10.1	i	i	i	i
Cc1ccc(C)c2[nH]c(=O)c(C(c3nnnn3Cc3ccccc3)N3CCc4ccccc4C3)cc12 (configuration not stated)	i	-3.4	i	i	-7.7	i	-23.4	i	i	i	i
O=C(C(=O)N1CCOCC1)c1c[nH]c2ccccc12	i	-1.8	i	i	-2.0	i	-6.4	i	i	i	i
CC1CCCC(C)N1C(=O)CN1CCN(c2nc(-c3ccc(F)cc3)cs2)CC1 (configuration not stated)	i	3.4	i	i	-5.1	i	-17.4	i	i	i	i
Cc1ccccc1NC(=O)c1ccccc1NC(=O)c1ccccc1F	i	-0.9	i	i	8.2	i	-3.3	i	i	i	i
COC(=O)c1cc(Cl)c(NC(=O)c2ccc(F)cc2)cc1OC	i	-5.3	i	i	-2.1	i	-2.0	i	i	i	i
Cc1ccc2sc(NC(=O)CN3C(=O)CCC3=O)nc2c1C	i	16.9	i	i	2.8	i	-6.5	i	i	i	i
Cc1ccc([N+](=O)[O-])cc1NC(=O)c1cccnc1	i	-2.7	i	i	-3.6	i	-2.3	i	i	i	i
CCc1cc(C(=O)c2ccc(OC)cc2)c(NC(=O)COCC(=O)O)s1	i	1.7	i	i	-2.3	i	0.8	i	i	i	i
O=C(CN1C(=O)CSc2ncccc21)NCCN1CCOCC1	i	-1.9	i	i	-21.4	i	-0.9	i	i	i	i
Cc1n[nH]c(C)c1S(=O)(=O)N1CCc2ccccc21	i	7.0	i	i	-0.9	i	-7.1	i	i	i	i
COc1cc(NC(=O)c2ccc(OC)c([N+](=O)[O-])c2)ccc1NC(=O)c1cccs1	i	10.5	i	i	-2.8	i	-10.6	i	i	i	i
Cn1cnnc1Sc1nc2c(c(=O)n(C)c(=O)n2C)n1C	i	.	i	i	-2.4	i	-1.6	i	i	i	.
COc1ccc(N2CCN(C(=O)c3ccc(CS(=O)(=O)c4ccccc4C)o3)CC2)cc1	i	1.1	i	i	2.3	i	-28.4	i	i	i	i
CCCc1cc(Nc2ccccc2OCC)n2ncnc2n1	i	6.0	i	i	-3.7	i	-6.3	i	i	i	i
COc1ccc(C(=O)Nc2ccccc2C(=O)NCc2cccnc2)cc1OC	i	-4.8	i	i	4.9	i	-18.3	i	i	i	i

Retrieved one by one from the entries so far (two):
SMILES	KCNK9 inh	DYRK1A inh	TRPC4 act	TRPC4 inh	Platelet DG rel	KCNQ1 pot	hERG protect	KCNQ1 block	TRPC4 PAM	PolyA inhibitor	KCNK3 block
Cc1ccc([N+](=O)[O-])cc1NC(=O)c1cccnc1	i	-2.7	i	i	-3.6	i	-2.3	i	i	i	i
COc1ccc(N2CCN(C(=O)c3ccc(CS(=O)(=O)c4ccccc4C)o3)CC2)cc1	i	1.1	i	i	2.3	i	-28.4	i	i	i	i
